Assay outcomes (PubChem BioAssay)
NPC1 prom act – qHTS Assay for NPC1 Promoter Activators. Huh7 NPC1 promoter luciferase reporter, 24 h. Potency, µM (doses to about 9.22 µM), for the others: top-dose activation, most hits filed as activators. 2.4% of 320,000 active;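 note: potency is the fitted concentration of half-maximal effect; % of control where 0% means no effect; nearly all actives have a fitted effect of over 60% in size; reporter is driven by a mutant NPC1 promoter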
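Luciferase expression driven by the NPC1 promoter was measured in stably transfected Huh7 cells after a 24 h compound incubation, using a luciferase reagent and a luminescence read.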
FLuc counter – qHTS profiling assay for firefly luciferase inhibitor/activator using purifed enzyme and Km concentrations of substrates (counterscreen for miR-21 project); purified FLuc, Km substrates, luminescence inhibition; Potency, µM (series often up to 57.5 µM), for the others: at the highest dose activity change, negative = inhibition, hits mostly inhibitors; AID 588342, 2011; 6.9% of 360,000 active; Luciferin 4-monooxygenase (Photinus pyralis), P08659;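 note: potency is the fitted concentration of half-maximal effect; plate controls were vehicle for no effect and reference inhibitor for full effect; nearly all actives have a fitted effect of over 55% in size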
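Purified P. pyralis luciferase, 10 nM final, with Km-level 10 uM D-luciferin and 10 uM ATP in 50 mM Tris acetate pH 7.5, 10 mM Mg acetate, 0.01% Tween-20, 0.05% BSA; 6-point qHTS titration about 60 µM downward; luminescence read.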
RORg inh – qHTS for inhibitors of ROR gamma transcriptional activity. Potency, µM (highest dose often 53.6 µM), for the others: at the top dose activity change, negative = inhibition, hits mostly inhibitors. Nuclear receptor ROR-gamma (Mus musculus), P51450. 5.4% of 310,000 active. Drosophila S2 Gal4-RORgamma UAS-luciferase reporter, 20 h; note: potency is the fitted concentration of half-maximal effect; % is set by controls: 0 for no effect and ±100 for the full control effect; nearly all actives have a fitted effect of over 60% in size
Target sequence (P51450 whole entry, looked up, the tested form may be a part): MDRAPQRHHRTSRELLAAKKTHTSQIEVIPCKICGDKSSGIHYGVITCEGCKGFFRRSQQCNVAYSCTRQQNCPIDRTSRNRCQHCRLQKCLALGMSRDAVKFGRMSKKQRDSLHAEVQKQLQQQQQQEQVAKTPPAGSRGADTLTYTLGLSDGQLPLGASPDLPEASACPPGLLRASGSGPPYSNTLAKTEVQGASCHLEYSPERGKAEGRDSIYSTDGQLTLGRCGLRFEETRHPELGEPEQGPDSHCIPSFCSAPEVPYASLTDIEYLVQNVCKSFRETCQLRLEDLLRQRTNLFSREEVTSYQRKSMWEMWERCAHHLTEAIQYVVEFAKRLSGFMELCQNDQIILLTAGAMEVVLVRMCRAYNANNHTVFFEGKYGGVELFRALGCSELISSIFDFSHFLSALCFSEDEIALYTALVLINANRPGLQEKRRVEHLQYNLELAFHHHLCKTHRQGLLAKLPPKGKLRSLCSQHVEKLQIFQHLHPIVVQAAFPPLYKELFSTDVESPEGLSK
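Stable Schneider cell line, Gal4 DNA-binding domain fused to ROR gamma, UAS-luciferase. Cmpd 1 hr RT → CuSO4 700 uM final → 20 hr RT → luciferase reagent 10 min → luminescence.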
Mito fusion yeast – qHTS Assay for Small Molecule Inhibitors of Mitochondrial Division or Activators of Mitochondrial Fusion | S. cerevisiae fusion-defective mutant growth rescue, CellTiterGlo 48 h | Potency, µM (top dose mostly 46.1 µM), without a hit: at the top dose growth rescue (activation), hits mostly activators | 0.23% of 320,000 active;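 note: potency is the fitted concentration of half-maximal effect; % of control where 0% means no effect; nearly all actives have a fitted effect of over 45% in size; temperature-sensitive fusion mutants such as fzo1-1 at 37 °C on non-fermentable ethanol glycerol medium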
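S. cerevisiae fusion-defective temperature-sensitive mutants (e.g. fzo1-1, mgm1-5) grown 48 h at 37C in YPEG (ethanol/glycerol non-fermentable) medium with 23 nl compound per well; growth rescue read as CellTiterGlo luminescence.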
Rab9 prom act – qHTS Assay for Rab9 Promoter Activators; Huh7 Rab9 promoter-luciferase reporter, luminescence, 24 h; Potency, µM (top dose mostly 9.22 µM), for inactives: at the top dose activation, negative = inhibition, most hits filed as activators; 2.8% of 320,000 active; note: potency is the fitted concentration of half-maximal effect; % of control where 0% means no effect; nearly all actives have a fitted effect of over 60% in size
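Luciferase signal after 10 min detection reagent at ambient indicates Rab9 promoter upregulation; stably transfected Huh7 cells were treated 24 h with compound in DMSO at 37 °C, 5% CO2.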
PKM2 activator – qHTS Assay for Activators of Human Muscle isoform 2 Pyruvate Kinase | Potency, µM (series often up to 57.5 µM), without a hit: top-dose activation, actives largely listed as activators | Pyruvate kinase PKM (Homo sapiens), P14618 | 0.34% of 260,000 active | AID 1631, 2009 | purified PKM2, Kinase-Glo ATP luminescence, activation; response scale: 0% is enzyme alone, no compound; note: potency is the fitted concentration of half-maximal effect; % is set by controls: 0 for no effect and ±100 for the full control effect; nearly all actives have a fitted effect of over 55% in size
Target sequence (P14618 whole entry, looked up, canonical isoform): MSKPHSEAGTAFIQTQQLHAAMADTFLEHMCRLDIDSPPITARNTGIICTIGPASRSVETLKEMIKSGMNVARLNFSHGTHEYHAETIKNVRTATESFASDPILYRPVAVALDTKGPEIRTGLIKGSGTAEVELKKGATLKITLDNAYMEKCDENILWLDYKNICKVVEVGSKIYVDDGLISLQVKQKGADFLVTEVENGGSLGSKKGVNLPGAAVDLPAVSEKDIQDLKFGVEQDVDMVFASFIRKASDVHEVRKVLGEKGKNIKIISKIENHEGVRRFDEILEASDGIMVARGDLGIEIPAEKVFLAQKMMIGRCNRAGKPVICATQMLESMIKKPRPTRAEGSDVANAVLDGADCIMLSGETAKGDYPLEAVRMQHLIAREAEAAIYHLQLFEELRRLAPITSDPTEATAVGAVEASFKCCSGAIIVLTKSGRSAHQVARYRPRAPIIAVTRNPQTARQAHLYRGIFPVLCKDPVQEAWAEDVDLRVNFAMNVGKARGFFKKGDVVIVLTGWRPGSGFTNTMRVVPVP
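Purified hPK-M2 (>95%) run at intermediate activity with 0.1 mM ADP and 0.5 mM PEP in 50 mM imidazole pH 7.2, KCl, MgCl2; 1 h room temperature. ATP formed read by Kinase-Glo luminescence; normalized to uninhibited and no-enzyme controls.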
Menin-MLL TR inh – qHTS Assay for Inhibitors Targeting the Menin-MLL Interaction in MLL Related Leukemias: Competition With Texas Red Labeled MLL-derived Mutant Peptide; AID 1768, 2009; 0.23% of 270,000 active; O00255; Menin + Texas Red MLL mutant peptide, fluorescence polarization; Potency, µM (titrated, usually from 61.6 µM), for the others: at the highest dose FP activity change, negative = inhibition, usual class: inhibitors; active = well fitted inhibition curve with a large enough effect in the polarisation, with a control signal flat, not every such curve was filed as active; inconclusive = small, poorly fitted or top-dose-only effect, or effect the other way, or a change in a side signal; inactive = no such curve, though single readings can be large or run the other way; the % refers to the polarisation; note: potency is the fitted concentration of half-maximal effect; % of control where 0% means no effect; many of its hits are not listed in these tables
KCNH2 3.1 block – qHTS for Inhibitors of KCHN2 3.1: Mutant qHTS | 0.95% of 340,000 active | Potassium voltage-gated channel subfamily H member 2, brain isoform KCNH2 3.1 (human) | U2OS KCNH2 3.1, thallium flux FluxOr; active compounds read low | AID 720553, 2013 | activity change, % (tested at about 1.8 µM);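 active = maximum activity change below -70%; inconclusive = maximum activity change from -70% to -50%; inactive = maximum activity change above -50%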;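 note: thallium influx rate constant from kinetic fluorescence after stimulation buffer; % is set by controls: 0 for no effect and ±100 for the full control effect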
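Virally transduced U2OS (3.1 isoform, 4 h infection in dark at RT) → overnight 37 C → FluxOr + Red40 in HBSS/HEPES, 45 min → stimulation buffer, 2 min kinetic read → rate constant vs DMSO controls.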
ELG1 DNA repair – qHTS screen for small molecules that inhibit ELG1-dependent DNA repair in human embryonic kidney (HEK293T) cells expressing luciferase-tagged ELG1; Potency, µM (series often up to 46.1 µM), inactives show at the highest dose activity change, negative = inhibition, actives largely listed as inhibitors; HEK293T ELG1-luciferase reporter, luminescence, 16 h; DNA damage induced by 5-fluorouridine; 2.3% of 330,000 active; note: potency is the fitted concentration of half-maximal effect; % is set by controls: 0 for no effect and ±100 for the full control effect; nearly all actives have a fitted effect of over 55% in size
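Cells (2,000 per well) received 5-fluorouridine plus test compound or DMSO and were incubated 16 hr at 37 °C, 5% CO2. Luciferase activity was read by luminescence 30 min after ONE-Glo addition; signal suppression marked inhibition of damage-induced ELG1 function.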
Gal4-VP16 FLuc – VP16 counterscreen qHTS for inhibitors of ROR gamma transcriptional activity. Drosophila S2 Gal4-VP16 UAS-luciferase, luminescence, 20 h. Potency, µM (doses to about 53.6 µM), for the others: top-dose activity, negative = inhibition, most hits filed as inhibitors. 3.5% of 310,000 active;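 note: Gal4-VP16 expression switched on by copper sulfate through the metallothionein promoter; potency is the fitted concentration of half-maximal effect; % is set by controls: 0 for no effect and ±100 for the full control effect; nearly all actives have a fitted effect of over 50% in size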
MBNL1 CUG block – qHTS Assay for Inhibitors of MBNL1-poly(CUG) RNA binding. Muscleblind-like protein 1 (Homo sapiens), Q9NR56. TR-FRET MBNL1-His/biotin-(CUG)12 binding, 665/545 ratio. Potency, µM (doses to about 57.5 µM), inactives show at the highest dose activity change, negative = inhibition, actives largely listed as inhibitors. 0.036% of 280,000 active; active = well fitted inhibition curve with a large enough effect in the signal ratio, with a control signal flat, not every such curve was filed as active; inconclusive = small, poorly fitted or top-dose-only effect, or effect the other way, or a change in a side signal; inactive = no such curve, though single readings can be large or run the other way; the % refers to the signal ratio; note: potency is the fitted concentration of half-maximal effect; % is set by controls: 0 for no effect and ±100 for the full control effect
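His-tagged MBNL1 binding to biotinylated (CUG)12 RNA was measured by TR-FRET using terbium anti-His antibody (0.055 ng/ul final) and streptavidin-XL665 (5 nM final). Compounds were titrated 92 nM to 58 uM; 60 min at room temperature.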
* hit, by the source's call; ? = inconclusive; . = not tested or not shown; [ ] = another dose, or the depositor's remark. Unless noted, calls come from the whole dose curve; as a rule, active = well fitted curve in the direction sought with a large enough effect; inconclusive = small, poorly fitted or top-dose-only effect, or another doubt; inactive = no such curve, though single readings can be large; an effect the other way counts as inactive or inconclusive.

SMILES	NPC1 prom act	FLuc counter	RORg inh	Mito fusion yeast	Rab9 prom act	PKM2 activator	Menin-MLL TR inh	KCNH2 3.1 block	ELG1 DNA repair	Gal4-VP16 FLuc	MBNL1 CUG block
Nc1nnc(CCN2C(=O)CSC2=O)s1	1%	0%	-26%	-1%	-1%	-4%	-15%	-9	6%	3%	1%
Cn1c(=O)c(C(=O)NCc2ccc(F)cc2)c(O)c2ccccc21	-2%	-15%	15%	-6%	6%	7%	?	-26	16%	0%	0%
O=C(Nc1ccc(C(=O)NCCCN2CCCCC2)cc1)C1=CSCCO1	-2%	-1%	-1%	0%	24%	.	.	3	9%	5%	-2%
COc1ccc(C(=O)c2oc3ccccc3c2N)cc1	3.5µM*	11µM*	1%	24%	?	-23%	?	-12	?	10µM*	?
COc1ccccc1NC(=O)CCC(=O)N/N=C(/C)c1ccc(C)cc1	1%	5%	1%	0%	-1%	5%	-1%	-8	-5%	-1%	1%
COC(=O)N/N=C/c1cc(C)n(-c2ccccc2)c1C	25%	8.5µM*	16%	-1%	?	1%	-18%	16	?	-3%	.
Nc1cc(N2CCCCC2)c(Cl)cc1[N+](=O)[O-]	1%	-20%	21%	-1%	-5%	-2%	32%[activator]	5	23%	-12%[0.365 µM]	?
O=C(c1ccc(S(=O)(=O)N2CCOCC2)cc1)N(c1ccccn1)C1CCCCC1	-2%	0%	17%	-6%	-3%	3%	.	14	0%	-12%	-14%
COc1ccccc1CCn1cc(C#N)c(=O)[nH]c1=O	1%	6%	-15%	-3%	0%	2%	.	19	-19%	1%	.
Cc1nc(Nc2ccncc2)c2oc3ccccc3c2n1	-15%	0%	1%	-1%	-21%	-3%	-1%	13	16µM*	-4%	-4%
N#Cc1c(-c2cccs2)cc(C2CC2)nc1SCC(N)=O	1%	-1%	-10%	-10%	9%	0%	.	.	10%	13%	?
COc1ccc(/C=N/N2CCN(c3ccncc3S(=O)(=O)N3CCCCC3)CC2)cc1	-1%	8%	16%	5%	24%	-1%	-16%	-9	0%	1%	-3%
O=C(O)[C@@H]1CCCC[C@@H]1C(=O)N1CCc2ccccc2C1CN1C(=O)c2ccccc2C1=O (some centres undefined)	5%	-1%	-37%	-3%	6%	-18%	-12%	18	?	1%	?
CCOc1ccccc1NC(=O)c1ccccc1NC(=O)c1ccco1	-3%	-3%	23%	7%	3%	.	-21%	2	2%	-9%	9%
COc1ccc(C)cc1NC(=O)CSc1nc(SC)ns1	2%	1%	8%	11%	2%	-18%	14%	-6	1%	-2%	-8%
COc1ccc(CC(=O)c2ccc(OC)c(OC)c2)cc1	-2%	-17%	42%	-8%	-1%	1%	5%	.	?	0%	-17%
Cc1ccc(OCC(=O)c2cc(C)n(C3CC3)c2C)c([N+](=O)[O-])n1	14%	-18%	23%	4%	2%	10%	-10%	-13	?	?	?
COCc1cc(=O)[nH]c(SCC(=O)Nc2ccccc2)n1	-4%	2%	27%	-3%	-10%	0%	3%	2	-11%	2%	17%
Cc1cc(OCC(=O)NCCN2CCOCC2)cc(C)c1Cl	-3%	-1%	-5%	-3%	-1%	4%	-10%	-1	15%	-1%	-6%
COc1ccc(C(C#N)(CCC#N)CCC#N)cc1OC	-3%	-1%	14%	-1%	1%	-1%	-9%	5	-1%	2%	?
Cc1ccc(S(=O)(=O)NCC(=O)N2CCN(S(=O)(=O)c3ccc(Cl)cc3)CC2)cc1C	-4%	-1%	.	2%	2%	.	.	-13	-14%	.	.
Cc1ccc(NC(=O)c2cc(NC(=O)C3CC=CCC3C(=O)O)ccc2N2CCOCC2)cc1Cl (centres undefined)	-2%	0%	6%	-1%	2%	2%	9%	-1	1%	-8%	-4%
CC(=O)Nc1ccc(NC(=O)[C@@H]2CCCC[C@@H]2C(=O)O)cc1	2%	-1%	-11%	11%	-4%	-2%	4%	9	-2%	-8%	-4%
Cn1c(Cc2ccccc2)nnc1SCc1ccc(C(=O)O)cc1	-2%	1%	-16%	-7%	-5%	0%	-5%	6	-13%	-3%	-6%[11.5 µM]
O=C(c1cc(=O)[nH]c2ccccc12)N1CCN(S(=O)(=O)c2ccc3ccccc3c2)CC1	-3%	2%	3%	1%	9%	?	4%	2	?	6%	2%
CCOc1cccc(OCCOc2ccccc2[N+](=O)[O-])c1	20%	?	25%	1%	24%	-5%	34%[activator]	-13	-2%	?	-2%
Cc1cc(C)cc(N=c2c([N+](=O)[O-])nn(-c3ccc4c(c3)OCCO4)n2O)c1	-29%	-17%	?	13%	-36%[inhibitor]	5%	?	12	1%	1%[10 µM]	?
COc1ccc(/C=C/C(=O)OCc2cc(=O)n3c(n2)sc2ccccc23)cc1	2%	1%	?	-3%	9%	-16%	-3%	15	18%	2%	-8%
CC(C)c1ccc(NC(=O)CSc2nc3ncccc3[nH]2)cc1	9%	-18%	?	?	16%	1%[0.46 µM]	3%	-25	8%	?	0%
COC(C[C@H]1O[C@H]1C(=O)COCc1ccccc1)OC	-25%	-2%	-10%	1%	-8%	0%	.	6	5%	-15%	-7%
O=C(CCc1nc2ccccc2c(=O)[nH]1)N1CCN(C/C=C/c2ccccc2)CC1	10%	3%	17%	-1%	-4%	5%	-17%	-4	?	-5%	?
O=C(NCC1CCCO1)c1csc2c1CCCC2 (centres undefined)	13%	?	-8%	1%	17%	0%	-6%	-6	?	1%	5%
O=C1Cc2cc(S(=O)(=O)Nc3cccc([N+](=O)[O-])c3)cc3c2N1CCC3	-5%	0%	?	4%	0%	.	?	1	10%	0%	?
COC(=O)c1cccc(-n2sc3ccccc3c2=O)c1	20%	?	.	15%	?	.	.	-9	?	.	.
COc1ccc2cc(C(=O)Nc3ccccc3)sc(=O)c2c1OC	-1%	8%	30%	-2%	29%	1%	14%	11	?	-11%	?
CNc1ccc(OC(F)F)cc1C(=O)c1ccccc1	1%	1%	-15%	9%	-2%	5%	-1%	-5	?	10%	18%
Cc1cc(Br)c(NC(=O)COC(=O)CSc2nnc(-c3ccc(Cl)cc3)o2)c(Br)c1	2%	-19%	17%	-2%	-1%	0%	?	4	-1%	-4%	.
c1ccc2c(-c3cn4ccccc4n3)c[nH]c2c1	?	12µM*	-7%	-2%	3.5µM*	1%	1%	.	?	8%	1%
Cc1ccc(NC(=O)c2ccc3ccccc3n2)nc1	2.5µM*	1.7µM*	-31%	14%	3.5µM*	-5%	25%	-9	?	-29%	22%
CC(=O)Nc1ccc(NC(=O)/C(=C/c2ccco2)NC(=O)c2ccccc2)cc1	-1%	-16%	6%	4%	-5%	7%	14%	20	2%	-13%	7%
COC(=O)c1ccccc1C(=O)N1CCOCCN(C(=O)c2ccccc2C(=O)OC)CCOCC1	-1%	2%	1%	-3%	-3%	3%	0%	-1	14%	5%	?
CC(C)c1ccccc1OCC(=O)Nc1ccccc1C(=O)N1CCOCC1	-2%	1%	4%	2%	3%	-9%	-2%	0	-17%	-2%	-2%
CC(OC(=O)CSc1ccc([N+](=O)[O-])cc1)C(=O)NCc1ccccc1 (centres undefined)	0%	3%	.	0%	-2%	.	.	-19	-2%	.	.
Cn1c(=O)c2c(nc(NCc3ccccc3)n2Cc2ccc(F)cc2)n(C)c1=O	-3%	2%	?	23%	2%	-7%	0%	.	?	14µM*	-19%
COc1ccc([N+](=O)[O-])cc1NC(=O)CCCOc1ccccc1	0%	-1%	?	-4%	0%	-7%	4%	-1	-18%	-9%	15%
O=C(CN(CC1CCCO1)C(=O)CNS(=O)(=O)c1ccc(F)cc1)NCc1ccccc1 (centres undefined)	-2%	-4%	-37%	-8%	0%	-10%	4%	4	-2%	6%	1%
COc1ccc(OCC(=O)Nc2ccc(OC)c(S(=O)(=O)N3CCCCC3)c2)cc1	-9%	?	.	5%	-9%	.	.	21	?	.	.

An excerpt, so the mix of outcomes need not match the whole.
